OX1R antag-1: OX1R (human) antagonism; OX1R-expressing cells, FRET antagonist read-out; inhibition, % at 6.6 µM; O43613; 1.8% of 330,000 active; AID 485270; in the data active means inhibition mostly above about 38%, no sharp cut-off; inactive means mostly below about 40%;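 further: 0% = agonist challenge alone and 100% = reference antagonist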
Target sequence (O43613 whole entry, looked up): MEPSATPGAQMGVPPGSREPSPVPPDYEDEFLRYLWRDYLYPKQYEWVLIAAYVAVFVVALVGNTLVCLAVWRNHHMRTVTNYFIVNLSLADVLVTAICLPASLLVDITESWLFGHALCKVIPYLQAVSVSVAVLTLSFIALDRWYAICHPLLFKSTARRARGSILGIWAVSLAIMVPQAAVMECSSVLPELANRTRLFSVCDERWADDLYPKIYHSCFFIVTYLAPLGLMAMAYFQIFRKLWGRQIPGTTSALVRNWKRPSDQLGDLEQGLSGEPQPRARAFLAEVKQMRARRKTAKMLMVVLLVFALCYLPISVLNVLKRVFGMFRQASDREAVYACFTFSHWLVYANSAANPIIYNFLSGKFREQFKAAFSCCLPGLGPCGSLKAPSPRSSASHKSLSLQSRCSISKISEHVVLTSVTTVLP
OX1R antag-2: human HCRTR1 antagonism; AID 434989; 0.43% of 330,000 active; inhibition, % at 5 µM; CHO/OX1R cells, Fluo-8 calcium fluorescence, orexin A;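 active means inhibition above its plate's threshold, mean inhibition of all tested compounds on the plate plus 3 SD, cut at about 37% in these data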;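 further: 0% = orexin A challenge wells and 100% = SB-334867-A antagonist wells; not every result past the cut was called active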
Active calls of the source: *. No enrichment for hits (roughly 2% active in at least one column).

Molecule	OX1R antag-1	OX1R antag-2
NS(=O)(=O)c1ccc(NC(=O)C2COc3ccccc3O2)cc1 (centres undefined)	13	5
Cc1ccc([C@@H]2[C@@H]3C(=O)N(C)C(=O)[C@@H]3[C@]3(C)C(=O)N(Cc4ccccc4)CC(=O)N23)o1	17	-20
O=C1N(Cc2ccccc2F)c2ccccc2C12OCCCO2	12	-17
Cc1ccc(S(=O)(=O)N/N=C2/CC(=O)CC(C)(C)C2)cc1[N+](=O)[O-]	17	-26
CC(=O)N=c1sc(C(C)(C)C)c(C)n1C	3	-9
CCN(CC)S(=O)(=O)c1ccc(Oc2ccccc2)cc1	22	-13
CC1CCC(NCc2ccco2)CC1 (centres undefined)	8	-8
CCn1c(=NC(=O)CSC(C)=O)sc2cc(OC)ccc21	19	-3
Cc1ccc(N2CC(C(=O)Nc3nnc(SCCN4CCOCC4)s3)CC2=O)cc1C (centres undefined)	18	-34
CCOC(=O)c1ccc(N2C(=O)CC(SCC(=O)Nc3ccc(S(N)(=O)=O)cc3)C2=O)cc1 (centres undefined)	8	-10
Cc1nnc(NC(=O)C2CC(=O)N(c3ccccc3)C2)s1 (centres undefined)	24	-12
N#CC(c1nc2ccccc2nc1N1CCCC1)S(=O)(=O)c1cccs1 (centres undefined)	29	-15
COc1ccc2oc(C(=O)NCC(c3ccco3)N(C)C)c(C)c2c1 (centres undefined)	13	-15
COc1ccc(/C=N/NC(=O)c2ccc(Cn3cc([N+](=O)[O-])cn3)o2)c(OC)c1C	13	-14
COc1ccc(CN2C(=O)c3cccnc3C2=O)cc1S(=O)(=O)N1CCOc2ccccc21	10	-15
Cc1nn(-c2ccccc2)c(C)c1/C=N/NC(=O)c1cc(O)cc(O)c1	14	4
CN(C)CCNC(C(=O)Nc1cccc(S(=O)(=O)N2CCOCC2)c1)c1ccccc1 (centres undefined)	-4	8
COc1ccc(-c2cc3nnc(-c4ccccc4)nc3s2)cc1	1	-10
Cc1ccsc1/C=N/N1CCOCC1	0	14
Cc1ccc(S(=O)(=O)Nc2nc3ccccc3s2)cc1[N+](=O)[O-]	36	-13
COC(=O)[C@]1(Cc2ccccc2)N[C@H](c2ccc(-c3cccc(Cl)c3)cc2)[C@@H]2C(=O)N(C)C(=O)[C@@H]21	21	-19
Oc1cccc2ccc(/C=C/c3c(F)cccc3Cl)nc12	25	-24
COc1ccc(S(=O)(=O)N2CCCCCC2)cc1C(=O)N(CC(C)C)C1CCS(=O)(=O)C1 (centres undefined)	8	-20
COC(=O)c1nnn(CC(=O)NC(=O)Nc2cccc(C)c2C)c1C(=O)OC	-4	1
CNC(=O)CC12CC3CC(CC(C3)C1)C2	3	-9
CCCc1cc(=O)[nH]c2nnc(SCC(=O)Nc3ccc4c(c3)OCCO4)n12	-1	-10
CC1=CC(C)(C)N(C(=O)CSc2nnc(-c3ccccc3)o2)c2ccc(C)cc21	15	0
CCN1C[C@@H]2[C@@H]3C(=O)N(Cc4ccccc4)C(=O)[C@@H]3[C@](C)(C(=O)OC)N2C1=NC	5	-5
COc1ccc(-c2ccc(SCC(=O)NCc3ccco3)nn2)cc1	0	-7
CCOC(=O)Cc1csc(NC(=O)CCSc2ccccc2)n1	17	13
CCC(CO)Oc1cc(NCc2ccncc2)c2ncn(C(C)C)c2c1 (centres undefined)	11	9
Cc1ccc2nc(C)c3c(c2c1)N(c1ccccc1)CC3	11	-4
O=C(C(NS(=O)(=O)c1cccc2nsnc12)c1ccccc1)N1CCN(c2ccccc2)CC1 (centres undefined)	14	-24
COc1cccc2c(=O)c3ccccc3oc12	62*	-9
O=C(NCc1ccco1)c1cc(-c2cccc(Cl)c2)on1	24	-17
COCc1c(C(=O)OCc2nc(N)nc(Nc3ccccc3C)n2)oc2ccccc12	47*	16
O=C(Cn1nc(C(F)(F)F)c2c1CCCC2)Nc1ccc2c(c1)OCO2	12	-20
COc1cccc(/C=N/Nc2ncnc(N)c2[N+](=O)[O-])c1OC	38	-8
COc1ccc(CNC(=O)CN2C(=O)NC3(CCCCCC3)C2=O)cc1OC	-14	-13
CN1C(=O)C(CC(=O)Nc2ccccc2F)N(NC(=O)c2ccc(Br)cc2)C1=S (centres undefined)	16	-18
C(=N\N1CCOCC1)/c1cn(-c2ccccc2)nc1-c1ccccc1	2	-6
COc1cccc(-c2nn3c(-c4cccc(C)c4)nnc3s2)c1	57*	-4
COC(=O)CCCCC1SCC(NC(=O)c2ccccc2)C1OC(C)=O (centres undefined)	10	-22
CSc1ccccc1C(=O)NC1CCCCC1	7	-18
COc1ccc(-c2csc(Nc3cc(C)ccn3)n2)cc1C	3	-36
CSc1nnc(CSc2cc(C)nc(N(C)C)n2)o1	11	-19
COCCNc1nc(SCC(=O)N2CCN(c3ccccc3OC)CC2)nc2ccccc12	5	-32
CC1=C(C(N)=O)C(c2ccc3c(c2)OCO3)n2nc(-c3cccc(C)c3)nc2N1 (centres undefined)	3	-17
Cc1ccc2[nH]c3c(NCCCN4CCCC4=O)ncnc3c2c1	21	-10
S=c1[nH]nc(-c2ccco2)n1-c1ccc(Cl)cc1	8	-12

Next structures follow.
Molecule	OX1R antag-1	OX1R antag-2
Cc1ccc(N2C(=O)N(CC(=O)Nc3cccc([N+](=O)[O-])c3C)C(=O)C2C)cc1 (centres undefined)	16	-15
CC1CCC(C(C)C)C(OC(=O)C[n+]2cc(-c3ccc(Cl)cc3)n3c2CCC3)C1 (centres undefined)	102*	-24
O=C(NCc1ccncc1)C(=O)NCC(c1ccco1)N1CCN(c2ccccc2)CC1 (centres undefined)	10	-3
CC1(C)C2CC=C(/C=N/NC(=O)C3CC3)C1C2 (centres undefined)	5	30
Cc1ccc(S(=O)(=O)Nc2ccc3c(c2)nc(CCN2CCCC2)n3C)cc1	-1	-3
COc1ccc(Cl)cc1C(=O)NN=C1CCCC1	19	-22
O=[N+]([O-])c1ccc(N2CCN(C(=S)Nc3cccc(F)c3)CC2)cc1	32	6
Cc1ccc(-n2cccn2)c([C@@H]2C[C@H]3CN(C)C(=O)[C@]34CCCN24)c1	18	-38
COc1cc(S(=O)(=O)N(Cc2ccccn2)Cc2ccco2)ccc1-n1cnnn1	10	-20
CCOC(=O)NC(=S)Nc1cccc(NC(=S)NC(=O)OCC)c1	19	-21
CCNC(=O)/C(=C\c1ccc2c(c1)OCO2)NC(=O)c1ccc(Br)cc1	6	-2
CCCC(CCC)C(=O)Nc1c[nH]c(=O)[nH]c1=O	13	-6
O=C(NNC(=O)c1cccs1)c1ccc(Cl)c(S(=O)(=O)N2CCCC2)c1	-2	-11
Cc1ccc(Cn2c(SCC(=O)NCC3CCCO3)nc3c2c(=O)n(C)c(=O)n3C)cc1 (centres undefined)	23	-2
Cc1nn(Cc2ccc(Cl)cc2)c(C)c1N	8	-13
Cc1cc(C(=O)CN2C(=O)C3CC=CCC3C2=O)c(C)n1-c1ccccc1 (centres undefined)	27	-10
CCOC(=O)c1c(C)nn(-c2ncccc2NC(=O)CCC(=O)O)c1C	11	-15
C=CCc1c(C)nc2c(OC)cccc2c1Cl	11	-16
COc1cccc(-n2c(CCn3nc(C)c([N+](=O)[O-])c3C)n[nH]c2=S)c1	9	-7
CCN1C(=O)[C@H]2[C@@H](c3ccc(-c4ccc5c(c4)OCO5)c(OC)c3)N[C@@](C)(C(=O)OC)[C@H]2C1=O	9	-10
CCCc1nc2ccccc2c(=O)n1/N=C/c1ccc(O)cc1O	0	-29
COc1ccc(-c2n[nH]c(=S)n2Cc2ccccc2)cc1	7	-23
O=C(OCc1ccc(Cl)cc1)c1cnccn1	-2	6
COc1ccc(/C=N/N2CCN(c3ccccc3)CC2)cc1Br	14	-9
CCCC(=O)Nc1cccc(Oc2ccc3c(c2)C(=O)NC3=O)c1	13	-22

One compound at a time (already shown). Order of values: OX1R antag-1 | OX1R antag-2
Cc1cc(C(=O)CN2C(=O)C3CC=CCC3C2=O)c(C)n1-c1ccccc1 (centres undefined) is listed as 27 | -10
CCCc1nc2ccccc2c(=O)n1/N=C/c1ccc(O)cc1O is listed as 0 | -29

OX1R antag-1, what is marked active above.
Molecule	OX1R antag-1	OX1R antag-2
COc1cccc2c(=O)c3ccccc3oc12	62*	-9
COCc1c(C(=O)OCc2nc(N)nc(Nc3ccccc3C)n2)oc2ccccc12	47*	16
COc1cccc(-c2nn3c(-c4cccc(C)c4)nnc3s2)c1	57*	-4
CC1CCC(C(C)C)C(OC(=O)C[n+]2cc(-c3ccc(Cl)cc3)n3c2CCC3)C1 (centres undefined)	102*	-24

(continued)
Molecule	OX1R antag-1	OX1R antag-2
CCOc1ccc(CNc2nc3ccccc3n2C)cc1	1	-20
CC(C)N(C(=O)Cn1cc(S(=O)(=O)CC(=O)NC2CCCCC2)c2ccccc21)C(C)C	21	-23
N#Cc1ccc(COC(=O)c2cc(=O)c3ccccc3o2)cc1	20	-26
Cn1cnc(C(=O)NC2CCN(C(=O)OC(C)(C)C)CC2)c1C(=O)NC1CCN(C(=O)OC(C)(C)C)CC1	11	2
COc1cc(/C=C2/NC(=O)N(Cc3ccccc3F)C2=O)ccc1Oc1ccc([N+](=O)[O-])cn1	15	-13
COc1ccc(C(=O)Nn2c(SCC(=O)NCc3ccccc3)nc3ccccc3c2=O)cc1	17	-13
CCS(=O)(=O)N1Cc2ccccc2CC1C(=O)OCC(=O)Nc1ccc(C)cc1 (centres undefined)	7	-17
O=C(CNC(=O)N1CC(=O)Nc2ccccc21)Nc1nccs1	2	-4
COc1cccc(OC)c1C(=O)NCCN1CCN(C(=O)c2c(OC)cccc2OC)CC1	5	-1
CC(=O)c1ccc(Nc2cc(C)nc3c(C)cccc23)cc1	20	-19
Cc1cc(NC(=O)CSc2nnc(-c3ccco3)n2CC2CCCO2)no1 (centres undefined)	16	-20
O=C(/C=C/c1ccco1)NC(=S)Nc1nc(-c2ccc3ccccc3c2)cs1	2	-5
CCN1C(=O)N[C@@H](CCc2ccccc2)[C@@H](C(=O)OC)[C@H]1C	2	-17
CC(=O)c1c(C)oc2ccc(N(C(C)=O)S(=O)(=O)c3cccc([N+](=O)[O-])c3)cc12	9	-16
CCC(=O)Nc1ccc(NC(=S)Nc2ccccc2)cc1	9	-12
CCn1cc(C(=O)N2CC(C)CC(C)C2)c(=O)c2cc(S(=O)(=O)N3CCOCC3)ccc21 (centres undefined)	6	-8
C/C(=N\NC(=O)c1ccccc1O)c1ccc(NC(=O)Cc2ccccc2)cc1	25	-9
CCCCN(C(=O)c1ccc(Cl)c(S(=O)(=O)N2CCOCC2)c1)c1c(N)n(CCC)c(=O)[nH]c1=O	11	-3
Cc1cc(C(=O)NCCc2ccc(Cl)cc2)n(-c2ccccc2)n1	6	-19
O=C(Nc1ccc(O)cc1)c1ccc2c(c1)C(=O)N(Cc1ccccc1)C2=O	9	-4
COc1ccc(C(CNC(=O)c2cccnc2SC)N2CCOCC2)cc1 (centres undefined)	11	-20
CCCn1c(=O)c2[nH]c(-c3ccc(OCC(=O)Nc4ccc(C#N)cc4)cc3)nc2n(CCC)c1=O	22	-10
CC(CNC(=O)CN1C(=O)c2cccnc2Oc2ccc(Cl)cc21)c1ccccc1 (centres undefined)	19	-11
NC(=O)C1(N2CCCCC2)CCN(C2CC(=O)N(CCc3ccccc3)C2=O)CC1 (centres undefined)	27	-14
CN(C)c1cc(N)c2ccccc2n1 (tested in a mixture with another compound)	19	-16
CCOc1ccc([C@@H]2CC=C(C(=O)O)[C@H](c3cccc(Cl)c3)N2S(=O)(=O)c2ccc(C)cc2)cc1	55*	-18
COCCn1cnc2c1c(=O)n(CC(=O)OCC(=O)NCC(F)(F)F)c(=O)n2Cc1ccccc1	9	-10
CC(C)(C)C1CCC(OCC(O)CN2CCN(Cc3ccccc3)CC2)CC1 (centres undefined)	6	-35
COc1ccc(C2/C(=C(/O)c3ccc(C)cc3)C(=O)C(=O)N2c2ccccn2)cc1 (centres undefined)	4	-10
CCCC(=O)N(Cc1cc2cc(C)ccc2[nH]c1=O)c1ccccc1OC	31	-25
O=c1c2ccccc2[nH]c(=S)n1Cc1ccccc1Cl	1	-24
N#CCCn1c(=O)n(CCC#N)c2ccccc21	10	-16
CC1Cc2nc(SCC(=O)Nc3ccc(F)cc3F)n(C)c(=O)c2S1 (centres undefined)	12	0
COc1ccc(-n2cc(CNC3CCOCC3)c(-c3cccc(F)c3)n2)cc1	16	-28
CCn1c(CNc2ccc(Cl)cc2)nnc1SCC(=O)OC1CCCCC1	34	14
Cc1nn(-c2ccccc2)c(Cl)c1C(=O)N(C)CC(=O)Nc1cccc(F)c1	6	-19
O=C(Nc1ccc2c(c1)C(=O)OC2)Nc1cccc2ccccc12	9	-27
COCCNC(=O)c1cn(CCOC)c(=O)c2c1c1ccccc1n2C	11	-22
COc1ccc(OC)c(S(=O)(=O)N2CCN(C)CC2)c1	12	-12
O=C(OCC(=O)N1CCCCC1)c1cccc(NS(=O)(=O)c2ccccc2)c1	14	-24
O=C(Nc1ccc(C(F)(F)F)cc1)C1=NN(C2CCS(=O)(=O)C2)C(=O)CC1 (centres undefined)	7	-6
Cc1nnc(SCCn2c(N3CCCCCC3)nc3c2c(=O)[nH]c(=O)n3C)s1	15	-16
O=c1oc2ccccc2cc1-c1cn2cccnc2n1	66*	-11

Screens as filed in PubChem BioAssay.
